KDM5B inhibitor = blocks human KDM5B histone demethylase activity | Q9UGL1 | KDM5B demethylase, FDH-coupled NADH fluorescence (FDH is formaldehyde dehydrogenase) | Potency, µM (top dose mostly 57.7 µM), for the others: at the highest dose activity change, negative = inhibition, most hits filed as inhibitors | 220,000 compounds, 2.6% hits; active = well fitted inhibition curve with a large enough effect; inconclusive = small, poorly fitted or top-dose-only effect; inactive = no such curve, though single readings can be large or run the other way; also: 0% is about no effect; nearly all actives have a fitted effect of over 70% in size
Target sequence (Q9UGL1 whole entry, looked up): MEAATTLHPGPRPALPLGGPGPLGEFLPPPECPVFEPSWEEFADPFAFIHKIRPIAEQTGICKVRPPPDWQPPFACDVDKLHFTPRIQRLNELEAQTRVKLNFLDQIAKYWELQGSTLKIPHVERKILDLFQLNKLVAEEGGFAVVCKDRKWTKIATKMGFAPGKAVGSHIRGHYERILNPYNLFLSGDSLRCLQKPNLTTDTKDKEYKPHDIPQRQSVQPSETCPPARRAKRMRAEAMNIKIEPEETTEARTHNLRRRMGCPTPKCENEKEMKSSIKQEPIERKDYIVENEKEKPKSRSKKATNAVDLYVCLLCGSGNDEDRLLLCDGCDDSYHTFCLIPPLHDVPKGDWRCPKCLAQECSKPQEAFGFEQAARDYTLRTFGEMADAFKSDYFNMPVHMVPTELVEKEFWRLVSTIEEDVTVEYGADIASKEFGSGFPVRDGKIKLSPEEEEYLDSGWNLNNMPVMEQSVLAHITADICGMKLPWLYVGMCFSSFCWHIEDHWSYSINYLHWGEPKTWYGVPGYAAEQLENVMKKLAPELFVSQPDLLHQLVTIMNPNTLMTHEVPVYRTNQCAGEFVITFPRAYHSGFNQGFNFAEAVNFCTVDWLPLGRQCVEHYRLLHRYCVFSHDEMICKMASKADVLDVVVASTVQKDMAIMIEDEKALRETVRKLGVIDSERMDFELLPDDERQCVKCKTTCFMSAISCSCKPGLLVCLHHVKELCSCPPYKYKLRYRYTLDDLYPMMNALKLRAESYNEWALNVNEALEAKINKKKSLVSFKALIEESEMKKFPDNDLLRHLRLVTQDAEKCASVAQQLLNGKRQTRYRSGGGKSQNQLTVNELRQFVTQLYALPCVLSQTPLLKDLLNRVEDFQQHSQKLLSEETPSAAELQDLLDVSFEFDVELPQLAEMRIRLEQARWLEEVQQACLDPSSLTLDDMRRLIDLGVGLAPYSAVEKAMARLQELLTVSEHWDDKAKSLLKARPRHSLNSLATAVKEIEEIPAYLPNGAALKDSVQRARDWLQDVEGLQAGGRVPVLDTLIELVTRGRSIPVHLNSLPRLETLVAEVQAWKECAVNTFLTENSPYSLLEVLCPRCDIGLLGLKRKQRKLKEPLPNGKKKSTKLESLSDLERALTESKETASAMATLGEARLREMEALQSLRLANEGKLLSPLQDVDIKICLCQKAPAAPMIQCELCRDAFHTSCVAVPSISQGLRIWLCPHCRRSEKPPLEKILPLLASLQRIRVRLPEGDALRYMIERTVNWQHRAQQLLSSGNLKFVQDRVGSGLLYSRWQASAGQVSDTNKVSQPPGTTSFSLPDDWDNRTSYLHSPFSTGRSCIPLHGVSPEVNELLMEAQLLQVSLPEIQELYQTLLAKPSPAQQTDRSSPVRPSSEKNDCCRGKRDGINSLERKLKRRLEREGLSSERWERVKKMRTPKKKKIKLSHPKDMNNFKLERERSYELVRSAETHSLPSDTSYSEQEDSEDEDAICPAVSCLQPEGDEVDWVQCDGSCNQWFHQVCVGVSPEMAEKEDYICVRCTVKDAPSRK
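qHTS format, multiple compound concentrations. Buffer 50 mM HEPES pH 7.5/0.01% Tween-20; 200 nM KDM5BΔAP final; 10 min compound preincubation; substrate-mix levels 12.5 µM peptide, 25 µM α-KG, 0.25 mM NAD⁺; 30 min RT; ΔRFU.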
* = called active by the depositor; ? = inconclusive; [ ] = dose if it differs, or a comment. Potency is read from the fitted curve at half-maximal effect.

SMILES | KDM5B inhibitor
COc1cc2c(cc1OC)C1=CC3(C(=O)Nc4ccc(C)cc43)C(C#N)=C(N)N1CC2 (stereo not drawn) | -27.1%
CN1CCN(NC(=O)c2cccc(C(F)(F)F)c2)CC1 | 28.7%
CN(c1ccccc1)S(=O)(=O)c1cccc(NC(=O)c2cccc(C#N)c2)c1 | -25.0%
COCc1cn(C[C@H]2C[C@@H](NC(=O)CC(C)(C)C)[C@H](O)[C@@H]2O)nn1 | -13.9%[86.2 µM]
O=S(=O)(NC1=NCN(CCc2ccccc2)CN1)c1ccccc1 | 9.6%
CC(C)CNC(=O)CCc1ccc(C#N)cc1 | -7.7%
CCCC(C)NC(=O)c1cc(=O)[nH]c2ccc(S(=O)(=O)N(CC)CC)cc12 (stereo not drawn) | 0.0%
CC(NC(=O)Nc1ccccc1C(F)(F)F)c1c(-n2cccc2)sc2c1CCCC2 (stereo not drawn) | -29.2%
Cc1ccc(-n2ncc(C(=O)N3CCN(c4ncccn4)CC3)c2C2CCN(C(=O)OC(C)(C)C)CC2)cc1 | 9.7%
COC(=O)CSc1nc2c(c(-c3cccs3)c1C#N)CCCC2 | -21.5%
Oc1ccccc1N1CCN(c2nc(-c3cccnc3)nc3ccccc23)CC1 | -10.7%
CCC(=O)Nc1ccc2oc(-c3ccc(OC)c(Br)c3)nc2c1 | ?
COC1C(=O)N(c2cccc(F)c2)C12CCN(Cc1ccc(F)cc1F)CC2 (stereo not drawn) | 11.6%
COc1ccc(S(=O)(=O)N2CCOCC2)cc1NC(=O)c1cccc(CN2CCCC2=O)c1 | 4.7%
Cc1cc(NC(=O)N2CC=C(c3c[nH]c4ccccc34)CC2)ccc1Br | ?
Cc1cc(C)n(CCC(=O)N2CCC(Cc3nc(C4CCOCC4)no3)CC2)n1 | 18.5%
Brc1csc(CNC2CCCc3c2cnn3Cc2ccccc2)c1 (stereo not drawn) | 9.5%
CC(C)OCCCNC(=O)CN1C(=O)COc2ccc(S(=O)(=O)N3CCOCC3)cc21 | -16.5%
C=CCCCCCCCCC(=O)NCc1ccco1 | 12.9%
CC(C)Cc1nc(NC(=O)CC[C@H]2NC(=O)c3ccccc3NC2=O)n[nH]1 | 8.0%
O=C(c1cc(F)ccc1F)N1CCCC2(C1)NC(=O)N(Cc1cccc(Cl)c1)C2=O (stereo not drawn) | 7.9%
O=C(CCc1ncc(-c2ccccc2Cl)o1)Nc1nccs1 | 17.6%
Cc1ccnc(Sc2nc3c(c(=O)[nH]c(=O)n3C)n2CCCc2ccccc2)n1 | 4.2%
Cc1cccc(-c2cc(Nc3ccccc3)nc(C)n2)c1 | 0.0%
CNC(=O)[C@@H]1C[C@@H](O)CN1C1CCN(C(=O)CCc2c[nH]c3ccccc23)CC1 | 9.1%
CC(=O)N1CCc2cc(S(=O)(=O)CCC(=O)N3CCN(c4cccc(C)c4C)CC3)ccc21 | 1.8%
Cc1ccc(NS(=O)(=O)c2c(C)[nH]c(=O)[nH]c2=O)c(C)c1 | 8.2%
COc1ccc(CCNC(=O)c2ccc3c(c2)N(C)C2CCCN2C3=O)cc1OC (stereo not drawn) | ?
O=C(c1ccccc1)N1Cc2ccccc2CC2(CCN(Cc3ccc(O)cc3)CC2)C1 | 28.2%[115 µM]
COC(=O)COc1ccc2c(=O)c(Oc3cc(C)cc(C)c3)c(C(F)(F)F)oc2c1 | -5.2%
Cc1ccc(C)c(NC(=O)Cc2coc3cc(C)cc(C)c23)c1 | 2.2%
O=C(O)c1ccccc1C(=O)c1ccc(Cl)cc1 | 7.4%
COc1ccc(-c2onc(C)c2C)cc1S(=O)(=O)NC1CCCCC1 | -12.2%
COc1ccc2nc3n(c2c1)[C@@H](CNC(=O)c1ccccc1)COC3 | ?
O=c1[nH]c(=O)n(CCc2ccccc2)c2nccc(-c3ccccc3Cl)c12 | 28.9%
Cn1cnc(S(=O)(=O)N2CCOCCNC(=O)[C@@H]3CCC[C@@H]32)c1 | 31.7%
CCC(Sc1ccc2nnc(CCNS(=O)(=O)c3ccc(OC)cc3)n2n1)C(=O)OC (stereo not drawn) | -7.6%
Cc1noc(C)c1[S+](=O)([O-])N1CC(Oc2ccc(F)c(F)c2)C1 | 13.3%[115 µM]
COc1ccc(C(=O)N2CCCC(n3cc(-c4noc(C)n4)nn3)C2)c(OC)c1 (stereo not drawn) | 27.6%
Cc1c(C(=O)Nc2cccc(Cl)c2)sc2ncnc(N(C)c3ccccc3)c12 | -14.9%
CN(C)Cc1cccc([N+](=O)[O-])c1O | 15.3%
O=C(c1ccccc1)N1CCC2(CC1)NC(=O)N(Cc1ccc(F)cc1)C2=O | 17.1%
CCOC(=O)c1cnc(SCC(=O)NNC(=O)c2ccco2)nc1N | -0.7%
COc1cccc(OCC(=O)N(C)Cc2nc(-c3cccc(C)c3)no2)c1 | 14.3%
CC1CCCCN1S(=O)(=O)c1ccc(S(=O)(=O)N2CCCC2)cc1 (stereo not drawn) | 25.0%
O=C(COc1ccccc1F)Nc1ccccc1C(=O)OCc1cc(=O)n2nc(C3CC3)sc2n1 | 8.7%
Cc1nc(C)c(C(=O)Nc2nn(Cc3ccccc3)c3cccc(OC(C)C)c23)o1 | -24.5%
COc1nc2c(cc1CNC(=O)CC1CCCCC1)C(=O)N(C1CCCC1)C2 | -13.4%
CN(c1ccc(C(=O)N2CCn3nc(CO)cc3C2)cc1)S(C)(=O)=O | -10.6%
Cc1cc(C)cc(NC(=O)CSc2ncnc3ccccc23)c1 | -3.7%
Cc1noc(-c2ccc(NC(C)c3ccccc3)c([N+](=O)[O-])c2)n1 (stereo not drawn) | -15.2%
Cc1ccc(C)c(N2CCN(S(=O)(=O)c3cnc(N)nc3)CC2)c1 | -15.3%
CCOc1ncccc1Cn1cc(-c2cncnc2)nn1 | -15.6%
CCc1cc(=O)oc2c(C)c(OCC(=O)NCCCN(C)C)ccc12 | ?
COc1cc(OC)c(NS(=O)(=O)c2cc(-c3cnc(C4CC4)o3)ccc2C)cc1Cl | -17.6%
O=C(NCCc1ccncc1)C1CN(S(=O)(=O)c2ccccc2)CC12CCCCC2 (stereo not drawn) | 2.0%
COc1ccc(S(=O)(=O)N2CCCC(Cn3c(C)nc4cccnc43)C2)cc1OC (stereo not drawn) | -13.8%
O=[N+]([O-])/C=C\c1ccc(N2CCOCC2)cc1 | ?
O=C1CN(C(=O)c2c(F)cccc2F)C(c2ccc(F)cc2)c2cc(Br)ccc2N1 (stereo not drawn) | ?
CCC(=O)N1CCc2cc(CNS(=O)(=O)c3ccccc3F)ccc21 | -11.7%

New compounds follow
SMILES | KDM5B inhibitor
COc1ccc(OC)c(/C=C2\Oc3cc(OS(=O)(=O)c4ccccc4)ccc3C2=O)c1 | -9.9%
CC(C)OC(=O)c1cccc(NC(=O)C2=Cc3ccccc3OC=C2)c1 | -41.8%
Cc1c(NC(=O)c2sc3c([N+](=O)[O-])cccc3c2Cl)cccc1-c1nc2ccccc2o1 | 5.2%
Cc1nn(C)cc1C(C)NC(=O)CN1CCCc2nc(-c3ccccc3)ncc2C1=O (stereo not drawn) | -23.4%
COc1ccc(Nc2ccc3c(n2)CN(Cc2ccc(C(F)(F)F)cc2)C(=O)CO3)cn1 | 11.2µM*
O=[S+]([O-])(c1ccccc1)N1CCCC2(CC(c3cccc(C(F)(F)F)c3)=NO2)C1 (stereo not drawn) | -5.4%[115 µM]
CCOC(=O)c1nc(Nc2cccc(C)c2C)c2ccccc2n1 | 3.8%
Cc1ccc(CN(C(=O)CCCc2cccs2)C2CC2)cc1 | 19.9%
CC1(C)CC(=O)C2=C(C1)OC(N)=C(C#N)C2c1ccc(-c2ccccc2Cl)o1 (stereo not drawn) | -31.1%
CC(C)CN(CCNC(=O)c1cn(C)c2ccc(S(=O)(=O)N3CCCCCC3)cc2c1=O)CC(C)C | -21.2%[11.5 µM]
O=C(Nc1nccs1)C1CC(=O)N(Cc2ccccn2)C1 (stereo not drawn) | -3.7%
CCn1c(=N)c(C(=O)NC2CCCCC2)cc2c(=O)n3cc(C)ccc3nc21 | -42.5%

Taken from above.
O=C(Nc1nccs1)C1CC(=O)N(Cc2ccccn2)C1 (stereo not drawn) in KDM5B inhibitor is entered as -3.7%
O=C(CCc1ncc(-c2ccccc2Cl)o1)Nc1nccs1 in KDM5B inhibitor is entered as 17.6%
Cc1cc(C)cc(NC(=O)CSc2ncnc3ccccc23)c1 in KDM5B inhibitor is entered as -3.7%
O=S(=O)(NC1=NCN(CCc2ccccc2)CN1)c1ccccc1 in KDM5B inhibitor is entered as 9.6%
CC1(C)CC(=O)C2=C(C1)OC(N)=C(C#N)C2c1ccc(-c2ccccc2Cl)o1 (stereo not drawn) in KDM5B inhibitor is entered as -31.1%
COc1nc2c(cc1CNC(=O)CC1CCCCC1)C(=O)N(C1CCCC1)C2 in KDM5B inhibitor is entered as -13.4%

More entries follow:
SMILES | KDM5B inhibitor
COc1cccc(NC(=O)Cn2c(C)ccc(NS(=O)(=O)c3ccccc3)c2=O)c1 | -20.7%
CCOC(=O)c1cnc2c(Cl)cccc2c1Nc1cccc(C)c1 | 1.5%
O=C(COC(=O)c1cc(Cl)ccc1[N+](=O)[O-])Nc1ccc2c(c1)OC(F)(F)O2 | -1.4%
O=C(NCc1ccccc1)C1CCN(C(=O)N2CC3CC(C2)[C@H]2CCCC(=O)N2C3)CC1 (stereo partly drawn) | -15.2%
CC(C)(C)CN[C@@H]1CO[C@H](CNC(=O)c2ccccc2)[C@H]1O | -6.3%[86.2 µM]
O=c1[nH]nc2n1CCN(Cc1ccc(OC(F)(F)F)cc1)CC2 | 4.1%
CN(C)C(=O)N1C[C@@H]2CN(C3CCOCC3)C[C@]2(C(=O)O)C1 | 41.0%[activator]
CN(C(=O)COC(=O)c1cc2ccccc2cc1O)C1CCCCC1 | -14.7%
OCC1CN(c2ncccn2)CC12CCN(Cc1cc(Cl)ccc1F)CC2 (stereo not drawn) | 25.1µM*
Cc1noc(C)c1S(=O)(=O)Nc1c(NC2CCCCC2)c2ccccc2oc1=O | -11.5%
COc1ccc(-c2cc3nc(-c4ccccc4)cc(C(F)(F)F)n3n2)cc1 | 15.8%
O=C(Nc1ccccc1)c1occc1-c1ccccc1 | -21.8%
COCCn1c(C)c(C)c(S(=O)(=O)c2ccccc2)c1NC(=O)C(C)C | 14.7%
Cc1cc(C)cc(NC(=O)CSCc2cc(=O)n3ccsc3n2)c1 | 17.7%
CCN(Cc1ccccc1)C(=O)C1CCN(Cc2ccc(C(F)(F)F)cc2)CC1 | -52.1%
COc1cc(C2SCCS2)cc(Br)c1Oc1ncccc1[N+](=O)[O-] | -1.6%
CC(=O)c1cccc(OCC(O)COc2cc3sc(C)nc3c3sccc23)c1 (stereo not drawn) | ?
Cc1cc(C)cc(Nc2cc(C(=O)NC3CCC(C)CC3)c3ccccc3n2)c1 (stereo not drawn) | ?
Cc1nn(-c2ccccc2)c2nc(C3CC3)cc(C(=O)Nc3ccc(F)cc3)c12 | ?
CC(=O)Nc1ccc(NC(=O)c2cc3c(=O)n4ccccc4nc3n2C)cc1 | 3.8%
O=C(Nc1cccc(C(F)(F)F)c1)N[C@H]1[C@H](O)[C@@H](Oc2ccccc2)[C@@H]2OC[C@H]1O2 | -25.5%[86.2 µM]
O=C(c1ccccn1)N1C[C@@H]2OCC(=O)N(CC3CCCCC3)[C@@H]2C1 | -17.4%[86.2 µM]
CCCCCCc1ccc(Nc2cccc(C)c2)cc1O | ?
CC(C)n1c(SCC(=O)NCc2ccccc2)nnc1-c1ccc2c(c1)OCCCO2 | 21.4%

6 of the entries above in order of their number in KDM5B inhibitor, ascending:
canonical_smiles | KDM5B inhibitor
CCN(Cc1ccccc1)C(=O)C1CCN(Cc2ccc(C(F)(F)F)cc2)CC1 | -52.1%
COc1cc(C2SCCS2)cc(Br)c1Oc1ncccc1[N+](=O)[O-] | -1.6%
CC(=O)Nc1ccc(NC(=O)c2cc3c(=O)n4ccccc4nc3n2C)cc1 | 3.8%
COCCn1c(C)c(C)c(S(=O)(=O)c2ccccc2)c1NC(=O)C(C)C | 14.7%
Cc1cc(C)cc(NC(=O)CSCc2cc(=O)n3ccsc3n2)c1 | 17.7%
CC(C)n1c(SCC(=O)NCc2ccccc2)nnc1-c1ccc2c(c1)OCCCO2 | 21.4%

Continued.
SMILES | KDM5B inhibitor
COc1cc(NC(=O)N[C@H]2CO[C@H]3[C@@H]2OC[C@@H]3Nc2nccc(C(C)(C)C)n2)cc(OC)c1 | -17.0%
Cc1cc(C)cc(Oc2nc3c(C)cccn3c(=O)c2/C=C(\C#N)c2nc3ccccc3[nH]2)c1 | -23.4%
CC(C)NC(=O)c1ccccc1OCC1CCCN(Cc2ccccn2)C1 (stereo not drawn) | ?
Clc1ccc(Nc2cnc3ccc(-c4ccccc4)nn23)nc1 | -9.2%[86.2 µM]
O=C(c1ccncc1)N1CCCC1c1nnc2n1CCNC2 (stereo not drawn) | ?
C#CCN(C)Cc1nc(C2(O)CCN(Cc3ccccc3C(F)(F)F)CC2)cs1 | -16.7%[86.2 µM]
COCCNc1nc(NCc2cccc(Cl)c2)c2cnn(C)c2n1 | ?
COC(=O)[C@@H]1Cc2c([nH]c3ccccc23)[C@H]2C[C@@H](NCCNC(C)=O)C[C@@H](c3ccc(C)cc3)N21 | 28.2µM*
CSCC(=O)N1CCN(C)C2(CCC(=O)N(CC3CC3)CC2)C1 (stereo not drawn) | 19.4%
Cn1cc(CN2C[C@@H](F)[C@@H](OCc3nc4ccc(C#N)cc4[nH]3)C2)c2ccccc21 | -16.2%[86.2 µM]
CC(OC(=O)c1ccc2c(c1)NC(=O)CS2)C(=O)c1c[nH]c2ccccc12 (stereo not drawn) | 2.1%
CN1[C@@H](CCC(=O)N2CCOCC2)CNC(=O)[C@@H]2[C@H]1CCN2Cc1cccc(OC(F)(F)F)c1 | -0.5%
O=C(Cc1ccc(-c2ccccc2)cc1)NC1(C(=O)O)CCCCC1 | -3.8%
CCOCc1nc(C2CCCN(C(=O)C3(c4ccc(OC)cc4)CC3)C2)no1 (stereo not drawn) | -15.8%

From PubChem

A portion of the library, so the mix of outcomes need not match the whole.
